Screening data: PubChem BioAssay, Broad Institute
ARNT-TACC3 inh – ARNT/TACC3 interaction disruption; AID 623870; hit rate 0.66% among 390,000; Q9Y6A5; inhibition, % at 9.99 µM; AlphaScreen His-ARNT PAS-B/GST-TACC3 binding, luminescence; TACC3 fragment carries E629A point mutation;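 active = mean inhibition of replicates at least 50% and at least half of replicates each reaching 50%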;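 note: 0% = complete ARNT plus TACC3 wells and 100% = ARNT alone without TACC3; many hits fall short of the cut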
RAD54 branch – inhibitors of human RAD54 branch migration | Q92698 | RAD54 Holliday junction branch migration, FAM/BHQ fluorescence | inhibition, % at 10.4 µM | hit rate 0.14% among 360,000 | AID 602329;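 active = mean normalized replicate activity at least 40 and at least half of replicates scoring 40 or more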;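 note: 0% = median of neutral control wells and 100% = median of positive control wells; inhibitors cause a drop in the FAM fluorescence signal; in these data hits start at about 50%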
GSIS activator – primary screen for activators of insulin secretion dependent on glucose, INS-1E cells, GLuc reporter luminescence; INS-1E GLuc reporter insulin secretion, 2-3 h; activation, % at 16.6 µM; hit rate 0.61% among 370,000; AID 743287;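 active = lowest replicate activation of at least 40%, so every replicate reaches that level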;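 note: 0% = median of neutral control wells and 100% = median of IBMX positive control wells; some compounds called inactive have numbers as strong as hits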
CFTR F508del cor – correctors of CFTR F508del function in bronchial epithelial cells; CFBE cells, YFP halide quenching; stimulated with forskolin plus potentiator P3; % fluorescence drop versus neutral controls; activity (quench increase), % at 7.58 µM; hit rate 0.36% among 350,000;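 active = mean added fluorescence quench of at least 8% versus neutral control, with both replicates also reaching 8%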;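 note: cells transiently co-express mutant CFTR-F508del with the halide-sensitive YFP; corrector assay measuring rescue of mutant channel to the surface after 24 h compound exposure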
esBAF inh – blocks esBAF chromatin remodeling in mouse ES cells; Bmi1-luciferase knock-in reporter, 24 h; 100% = twice the neutral-well signal; reporter increase, % at 12.5 µM; hit rate 2% among 350,000; AID 602393; in the data active = activation above about 40%;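 note: 0% = median of the plate's neutral control wells and 100% = double that signal; a rise in the Bmi1 reporter signal indicates esBAF inhibition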
ERAP1 HTS inh – ERAP1 (human) enzyme inhibition. inhibition, % at 10.7 µM. recombinant ERAP1, Leu-AMC fluorescence, 60 min. hit rate 0.15% among 340,000;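 active = mean replicate inhibition of at least 30%, or all replicates individually reaching that 30% level; inactive = mean below 30% and not every replicate reaching it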;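 note: 0% = neutral control wells and 100% = L-leucinethiol positive control wells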
Target sequence (Q9NZ08 whole entry, looked up): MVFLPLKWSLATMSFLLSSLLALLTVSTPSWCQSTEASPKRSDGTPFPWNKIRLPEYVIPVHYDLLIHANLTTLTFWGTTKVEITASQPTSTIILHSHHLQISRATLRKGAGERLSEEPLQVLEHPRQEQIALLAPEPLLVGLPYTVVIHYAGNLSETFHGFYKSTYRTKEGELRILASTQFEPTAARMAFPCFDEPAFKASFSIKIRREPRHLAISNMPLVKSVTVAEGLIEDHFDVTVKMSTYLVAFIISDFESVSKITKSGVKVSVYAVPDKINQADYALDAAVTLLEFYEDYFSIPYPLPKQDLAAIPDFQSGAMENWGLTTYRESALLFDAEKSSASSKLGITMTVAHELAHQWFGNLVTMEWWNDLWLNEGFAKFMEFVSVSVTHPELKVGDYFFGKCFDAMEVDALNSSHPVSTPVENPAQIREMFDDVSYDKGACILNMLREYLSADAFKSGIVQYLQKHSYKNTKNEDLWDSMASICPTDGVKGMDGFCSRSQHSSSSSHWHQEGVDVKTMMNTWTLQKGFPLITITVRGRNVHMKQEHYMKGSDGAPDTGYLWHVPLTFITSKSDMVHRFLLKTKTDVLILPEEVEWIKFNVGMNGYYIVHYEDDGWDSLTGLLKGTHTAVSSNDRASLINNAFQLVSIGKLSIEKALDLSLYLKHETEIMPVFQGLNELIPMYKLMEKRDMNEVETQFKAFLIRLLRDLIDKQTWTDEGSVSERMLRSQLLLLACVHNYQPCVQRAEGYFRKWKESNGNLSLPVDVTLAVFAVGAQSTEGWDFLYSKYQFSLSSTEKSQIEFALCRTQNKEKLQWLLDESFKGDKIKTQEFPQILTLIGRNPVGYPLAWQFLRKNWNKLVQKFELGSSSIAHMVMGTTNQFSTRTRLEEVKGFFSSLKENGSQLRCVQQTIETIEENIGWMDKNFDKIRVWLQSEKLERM
RAD52 inh – inhibitors of human RAD52 DNA annealing | P43351 | hit rate 0.46% among 360,000 | AID 651710 | recombinant RAD52 DNA annealing, FRET fluorescence | inhibition, % at 18.7 µM;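 active = every replicate showing at least 50% inhibition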
XiGFP reactiv – X-chromosome reactivation activator; XiGFP mouse fibroblasts, % GFP-positive cells imaging, 3 d; cells co-treated with 5-aza-dC sensitizer; scaled so ellipticine positive control = 100%; activation, % at 7.58 µM; hit rate 0.055% among 360,000; AID 743238;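 active = mean normalized replicate activation at least 10% and every replicate at or above 10%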;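 note: 0% = median of on-plate neutral control wells and 100% = ellipticine 6 µM median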
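Material: SV40-immortalized XiGFP fibroblast cells, line 68-5-11 | Buffer or medium: DMEM containing 5-aza-dC | Dosing: One concentration, pinned | Times: 3 d treatment, 15 min room-temperature fixation | Controls: Ellipticine 6 µM positive control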
Numbers without * were called inactive; nt = no result given; & = joins results of further samples.

SMILES	ARNT-TACC3 inh	RAD54 branch	GSIS activator	CFTR F508del cor	esBAF inh	ERAP1 HTS inh	RAD52 inh	XiGFP reactiv
COc1ccc2ccccc2c1/C=N/Nc1cccc(C(=O)O)c1	3	3	13	-0.5	66*	15	-32	0.2
CC(C)=NN/C(N)=N/C(=S)Nc1ccc(C)cc1	1	-16	17	nt	nt	nt	nt	0.0
O=S(=O)(c1ccc(Br)cc1F)N1CCC(O)CC1	-5	-7	4	-1.8	-2	0	0	0.0
C/C=C/c1ccc([C@@H]2[C@@H](CO)N(CCC(F)(F)F)C23CN(C(C)=O)C3)cc1	nt	nt	10	-1.0	nt	nt	-1	0.0
CCCCn1c(N)c(N(CC)C(=O)CCNC(=O)c2ccc(Cl)cc2)c(=O)[nH]c1=O	0	1	35	-4.6	2	3	-8	-0.1
COc1ccc(NC(=O)Nc2ccc3c(c2)C(=O)N([C@H](C)CO)C[C@H](C)[C@@H](CN(C)C(=O)Nc2ccccc2)O3)cc1	1&4	-3&-3	0&1	-1.7&0.5	2&1	1&-1	5&-4	0.6&0.0
COc1cc(/C=C/C(=O)OCC(=O)NC2CC2)cc(OC)c1OC	33	-2	-6	1.2	0	0	-13	0.1
COc1ccc(-c2sc3cc4c(cc3c2C#CC2(N)CCCCC2)OCO4)cc1	4	1	nt	1.4	-3	-3	-103	0.1
COc1ccc(C2Nc3ccccc3C(=O)N2NS(C)(=O)=O)cc1 (stereo not given)	-15	nt	0	-0.3	nt	11	-4	0.0
CCOC1(OCC)OC(c2ccccc2)=C(C#N)C(C=Cc2ccccc2)C1(OCC)OCC (stereo not given)	nt	nt	-3	-1.4	nt	-1	-12	0.1
C[C@H]1CN([C@@H](C)CO)C(=O)c2cc(NC(=O)NC3CCCCC3)ccc2O[C@@H]1CN(C)C	nt	5	11	3.4	-5	-1	-11	-0.9
COCC(=O)N1[C@@H](C#N)[C@@H](c2ccccc2)[C@@H]1CO	nt	2	2	0.5	-7	0	-7	0.0
COc1cc(C(=O)Nc2sc3c(c2C#N)CCN(C(C)=O)C3)cc(OC)c1OC	2	1	21	1.5	-5	9	-336	0.2
CN1CCN(C(=O)c2cccc(-c3ccc4nncn4c3)c2)CC1	nt	7	nt	1.4	-2	0	0	-0.1
COc1cccc(S(=O)(=O)Nc2ccc3c(c2)[C@H]2C[C@H](CC(=O)N(C)C)O[C@H](CO)[C@H]2O3)c1	-10	-5	-5	-3.1	-11	1	-6	0.1
CC(=O)Nc1ccc2c(c1)C(=O)N(C)[C@@H]1CC[C@@H](CC(=O)NCc3ccccc3)O[C@H]1CO2	-16	-5	1	4.2	0	1	7	0.3
COC(=O)c1cccc(Nc2nc(-c3cccnc3)nc3ccccc23)c1	-3	3	-4	-0.9	-3	4	-15	0.1
Cc1cccc(C(=O)OCC(=O)Nc2ccc3c(c2)OCCO3)c1	-4	1	0	1.3	-1	-2	-1	1.1
Cc1nc(NCCc2ccccc2)sc1C(=O)O	6	5	-14	3.6	14	-5	-8	0.0
Cc1c(C)c2ccc(OC(C)C(=O)NCCCN3CCOCC3)c(C)c2oc1=O (stereo not given)	5	-1	15	4.9	7	-3	-5	0.9
CNC[C@H]1OCCCC[C@H](C)Oc2ccc(NS(=O)(=O)c3ccc(Cl)cc3)cc2C(=O)N([C@@H](C)CO)C[C@H]1C	-3	4	6	0.7	-3	4	-38	-1.3
Cc1[nH]c(=S)c(C#N)c(C)c1Cc1ccccc1	nt	-15	4	-1.7	nt	-1	-10	-0.1
Cc1oc(-c2ccccc2Cl)[n+]([O-])c1C	-17	-9	-6	nt	0	-7	-13	nt
O=C(C[C@H]1CC[C@H](NS(=O)(=O)c2ccccc2)[C@H](CO)O1)NCc1ccccc1F	-2	6	17	-0.8	-2	-4	4	-0.2
CCc1nn(CC(=O)NC(C)CCc2ccccc2)c(=O)c2cc3occc3n12 (stereo not given)	-4	10	6	-0.6	-3	2	-18	0.2
CN1CCN(C(=O)CN(C)S(=O)(=O)c2ccc3ccccc3c2)CC1	nt	nt	-4	-0.4	nt	0	-10	0.0
Cc1ccc(S(=O)(=O)N(C)C[C@H]2Oc3ccc(NC(=O)CCC(F)(F)F)cc3C(=O)N([C@H](C)CO)C[C@@H]2C)cc1	15	-10	-7	2.9	-1	-3	6	0.2
O=C(CCN1C(=O)/C(=C/c2ccccc2F)SC1=S)Nc1cccnc1	0	2	16	-4.9	4	1	-8	0.0
Cc1cc(C)n2nc(SCCOc3ccc(F)cc3)nc2n1	28	nt	12	-3.0	nt	-2	-8	0.0
CN(C)/C=C/C(=O)C(F)(F)F	nt	nt	2	0.5	nt	0	-9	0.1
COc1cccc(NC(=O)COC(=O)c2ccc(F)cc2F)c1	1	3	13	nt	nt	nt	nt	-0.1
CCOC(=O)COc1cc(OCC(=O)OCC)c2c3c(c(=O)oc2c1)CCCC3	0	11	0	-0.5	-3	-2	-5	0.0
CC1CS(=O)(=O)CCN1N=Cc1ccc([N+](=O)[O-])o1 (stereo not given)	-1	-3	nt	2.3	-4	5	-10	0.1
CCn1c(=N)n(CC(=O)c2ccc(Cl)c(Cl)c2)c2ccccc21	0	nt	0	1.3	nt	-1	0	-0.1
Cc1occc(=O)c1OCc1c(F)cccc1Cl	2	nt	12	2.0	nt	8	-3	0.0
CO[C@H]1CN(C)C(=O)c2ccc(NC(=O)C3CC3)cc2OC[C@H](C)N(C(=O)CN2CCOCC2)C[C@@H]1C	-6	0	10	0.1	-2	0	-1	0.4
COc1ccccc1Cc1c(-c2ccc(F)cc2)nc2ccc(Br)cn12	nt	-1	-18	1.4	35	nt	-40	0.2
O=C1NCCCC1C(=O)N/N=C/c1ccc([N+](=O)[O-])cc1 (stereo not given)	nt	2	-1	-0.2	nt	nt	-19	0.0
COc1cccc(NC(=O)N(C)C[C@@H]2Oc3ncc(C#Cc4ccncc4)cc3C(=O)N([C@@H](C)CO)C[C@H]2C)c1	-4	1	1	-2.5	4	5	-2	0.0
COc1ccc(S(=O)(=O)N2CCOCC2)c(Cl)c1Cl	1	2	8	nt	-2	0	6	nt
COc1ccc(Cl)cc1C(=O)Nc1cccc2ncccc12	9	13	1	2.7	3	nt	-27	0.3
C[C@@H]1CN([C@@H](C)CO)C(=O)c2cc(NC(=O)Nc3ccccc3)ccc2O[C@H]1CN(C)C(=O)Nc1ccc(F)cc1	-11	-12	22	-1.7	1	-1	-5	-1.4
C/C(=N\NC(=O)C(=O)Nc1cccc(Cl)c1C)c1ccncc1	-4	6	-13	nt	nt	nt	nt	0.4
C=CCOc1nc2sc(C)c(C)c2c(=O)n1-c1ccccc1	-2	-3	6	0.9	0	-1	-20	0.0
Cc1ccc(S(=O)(=O)N2CCCCC2)cc1NC(=O)CN1C(=O)c2ccccc2S1(=O)=O	-2	3	-21	2.3	-10	-8	-2	1.0
COc1ccc(C2Nc3ccccc3C(=O)N2NC(C)=O)c(OC)c1 (stereo not given)	-8	-2	2	-2.3	-4	2	-2	0.0
COC(=O)NNC(=O)c1ccc(C)c(Br)c1	-4	-3	1	nt	1	-2	-1	0.1
CC(C)NC(=O)N(C)C[C@H]1Oc2cc(C#C[C@H](C)O)ccc2S(=O)(=O)N([C@@H](C)CO)C[C@@H]1C	-2	4	13	1.2	-3	1	-4	-1.3
Cc1cc2oc(=O)cc(-c3ccccc3)c2c(C)c1-c1ccc(C#N)cc1	-5	6	9	3.0	-5	nt	-2	0.0
O=C(COC(=O)CCCN1C(=O)c2cccc3cccc(c23)C1=O)NC1CCS(=O)(=O)C1 (stereo not given)	7	-5	0	-4.2	nt	5	3	0.1

Some of these compounds in order of their number in CFTR F508del cor, low to high:
Compound	CFTR F508del cor
O=C(COC(=O)CCCN1C(=O)c2cccc3cccc(c23)C1=O)NC1CCS(=O)(=O)C1 (stereo not given)	-4.2
COc1ccc(C2Nc3ccccc3C(=O)N2NC(C)=O)c(OC)c1 (stereo not given)	-2.3
C=CCOc1nc2sc(C)c(C)c2c(=O)n1-c1ccccc1	0.9
CC(C)NC(=O)N(C)C[C@H]1Oc2cc(C#C[C@H](C)O)ccc2S(=O)(=O)N([C@@H](C)CO)C[C@@H]1C	1.2
Cc1ccc(S(=O)(=O)N2CCCCC2)cc1NC(=O)CN1C(=O)c2ccccc2S1(=O)=O	2.3
COc1ccc(Cl)cc1C(=O)Nc1cccc2ncccc12	2.7

Later entries:
SMILES	ARNT-TACC3 inh	RAD54 branch	GSIS activator	CFTR F508del cor	esBAF inh	ERAP1 HTS inh	RAD52 inh	XiGFP reactiv
COCCN(C(=O)COC(=O)Cc1cccc2ccccc12)c1c(N)n(Cc2ccccc2)c(=O)[nH]c1=O	-7	8	-10	0.6	nt	-1	-53	0.2
COc1ccc(C(=O)N2CCCCC2c2cc(C(=O)NCc3ccc(Cl)c(Cl)c3)no2)cc1 (stereo not given)	nt	5	-11	-0.1	-6	-3	-9	0.0
CCN(CC)S(=O)(=O)c1cc(C(=O)Nc2cc(S(=O)(=O)N3CCOCC3)ccc2N2CCCC2)ccc1F	-4	-2	-31	-3.0	-1	-3	-10	0.0
CC1=C(C(=O)Nc2cccc(C(=O)NCc3ccccc3C)c2)SCCO1	1	-2	5	-2.3	3	-5	3	0.3
CCOC(=O)N1CCN(S(=O)(=O)c2ccc(Br)s2)CC1	0	-8	27	nt	-3	nt	nt	nt
C=CCn1c2ccccc2c(=O)c2cc(C#CC[C@@H](C)O)ccc21	8	-6	33	0.2	52*	-7	-72	0.0

Ordered by molar mass (rising): 3 of the compounds above
SMILES	ARNT-TACC3 inh	RAD54 branch	GSIS activator	CFTR F508del cor	esBAF inh	ERAP1 HTS inh	RAD52 inh	XiGFP reactiv
C=CCn1c2ccccc2c(=O)c2cc(C#CC[C@@H](C)O)ccc21	8	-6	33	0.2	52*	-7	-72	0.0
CC1=C(C(=O)Nc2cccc(C(=O)NCc3ccccc3C)c2)SCCO1	1	-2	5	-2.3	3	-5	3	0.3
CCOC(=O)N1CCN(S(=O)(=O)c2ccc(Br)s2)CC1	0	-8	27	nt	-3	nt	nt	nt
